DNMT1 inh: human DNMT1 methyltransferase inhibitors, primary screen, biochemical, molecular beacon, fluorescence, HinP1I cleavage, uHTS; DNA (cytosine-5)-methyltransferase 1 (Homo sapiens), P26358; inhibition (reported as % activation of signal), % at 10 µM; 360,000 compounds, 0.83% hits; AID 588458, 2011; in the data active = inhibition above about 50%
Neddyl block: inhibitors of cullin neddylation, primary screen, biochemical, TR-FRET, uHTS, NAE and Ubc12 | NEDD8-conjugating enzyme Ubc12 (Homo sapiens) + NEDD8-activating enzyme E1 regulatory … | calls only at 25 µM | 360,000 compounds, 0.58% hits | AID 651699, 2012; in the data active = inhibition above about 36%
SUMO1-SIM PPI: modulators of SUMO1 protein-protein interactions, primary screen, biochemical, uHTS; Small ubiquitin-related modifier 1 (Homo sapiens), P63165; SUMO1 binding to a labelled peptide, TR-FRET, 1 h; inhibition, % at 20 µM; 360,000 compounds, 0.33% hits; AID 602429, 2012; in the data active = inhibition above about 37%
LMPTP block: LMPTP phosphatase inhibitors, primary screen, biochemical, fluorescence intensity, uHTS; Low molecular weight phosphotyrosine protein phosphatase (Homo sapiens), P24666; recombinant LMPTP-A, OMFP fluorogenic substrate; inhibition, % at 20 µM; 360,000 compounds, 0.22% hits;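 active = compounds that cut the enzyme signal by at least half of the control window in the single-dose screen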;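 also: plate controls were DMSO wells with enzyme plus substrate for no effect and substrate without enzyme for full effect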
Target sequence (P24666 whole entry, looked up): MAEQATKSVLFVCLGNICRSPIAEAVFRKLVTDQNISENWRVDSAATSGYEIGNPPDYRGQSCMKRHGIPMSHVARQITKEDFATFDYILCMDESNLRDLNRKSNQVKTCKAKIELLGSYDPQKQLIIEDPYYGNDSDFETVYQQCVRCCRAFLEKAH
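Test system – LMPTP-A phosphatase enzyme · Quantity – 0.625 nM LMPTP-A final · Reagent – OMFP substrate, 400 µM final · Dosing – one test concentration per compound, 20 µM, with 3% DMSO overall · Timing – 50 min enzyme reaction at room temperature, protected from light · Detection – fluorescence intensity · Controls – substrate-only low control, DMSO enzyme-plus-substrate high control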
Rin1 Abl inh: inhibitors of Rin1-Abl protein binding, primary screen, biochemical, TR-FRET; inhibition, % at 7.35 µM; Tyrosine-protein kinase ABL1 (Homo sapiens) + Ras and Rab interactor 1 (Homo sapiens), …; 360,000 compounds, 0.4% hits; in the data active = inhibition above about 5%, passing the limit was not always enough
NadD block: inhibitors of S. aureus NadD, primary screen, biochemical, colorimetric, uHTS. purified NadD enzyme, colorimetric absorbance read-out. inhibition, % at 20 µM. 360,000 compounds, 0.78% hits. Nicotinate-nucleotide adenylyltransferase NadD (Staphylococcus aureus N315); in the data active = inhibition above about 26%; also: some compounds past the cut are filed as inactive
STEP block: STEP phosphatase inhibitors, primary screen, biochemical, fluorescence intensity, uHTS. Tyrosine-protein phosphatase non-receptor type 5 (Homo sapiens), P54829. recombinant STEP, OMFP fluorogenic substrate. inhibition, % at 20 µM. 360,000 compounds, 0.25% hits. AID 588621, 2011;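 active = inhibition at 20 µM, scaled per plate between control wells, above about 37%, limit read from the data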;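 also: 0% = DMSO with enzyme and substrate and 100% = substrate only without enzyme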
Target sequence (P54829 whole entry, looked up): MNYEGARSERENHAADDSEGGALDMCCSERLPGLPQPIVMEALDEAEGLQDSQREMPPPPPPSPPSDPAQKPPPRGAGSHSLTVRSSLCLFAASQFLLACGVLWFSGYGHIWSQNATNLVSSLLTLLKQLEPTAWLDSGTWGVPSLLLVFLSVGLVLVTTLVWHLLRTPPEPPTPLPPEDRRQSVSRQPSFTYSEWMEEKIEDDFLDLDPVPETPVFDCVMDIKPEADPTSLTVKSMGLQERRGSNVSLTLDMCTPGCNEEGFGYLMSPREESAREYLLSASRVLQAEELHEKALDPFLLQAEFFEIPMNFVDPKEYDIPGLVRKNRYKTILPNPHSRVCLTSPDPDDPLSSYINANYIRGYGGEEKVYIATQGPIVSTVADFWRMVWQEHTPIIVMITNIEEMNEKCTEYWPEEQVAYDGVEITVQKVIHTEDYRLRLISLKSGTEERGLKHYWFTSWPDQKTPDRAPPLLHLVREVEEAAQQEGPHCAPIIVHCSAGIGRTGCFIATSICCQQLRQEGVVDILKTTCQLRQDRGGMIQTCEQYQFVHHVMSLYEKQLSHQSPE
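Measure: Control-normalized % inhibition with plate pattern correction | Test system: STEP phosphatase, cell-free reaction | Medium: pH 6.0 Bis-Tris with DTT and Tween 20 | Technique: Fluorescence, 480/540 nm | Times: Reaction 20 min, ambient temperature | Doses: Single compound dose of 20 µM, 1% DMSO final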
Rpn11 inh: Rpn11 (PSMD14) deubiquitinase inhibitors, primary screen, biochemical, fluorescence polarization, uHTS; human 26S proteasome, Ub4-pepOG fluorescence polarization; 20S core pre-blocked with epoxomicin; AID 588493, 2011; 360,000 compounds, 0.59% hits; calls only at 20 µM;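 active = inhibition at 20 µM, scaled to each plate's controls, above about 33%, limit read from the data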
Scp1 inh: Scp-1 phosphatase inhibitors, primary screen, biochemical, colorimetric, uHTS. Carboxy-terminal domain RNA polymerase II polypeptide A small phosphatase 1 (Homo …. Recombinant Scp1, phosphopeptide, malachite green phosphate absorbance. inhibition, % at 20 µM. 340,000 compounds, 0.88% hits. AID 493091, 2011;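 active = inhibition above about 50% at 20 µM, limit read from the data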;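 also: plate controls were DMSO wells with enzyme for no effect and wells lacking enzyme for full effect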
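Assay system: SCP-1 catalytic fragment, aa 76-261 | Buffer or medium: Tris acetate buffer pH 5.5 with MgCl2 and Tween-20 | Compound: One concentration, 20 µM, with 1.0% DMSO | Also added: Phospho 17-mer peptide substrate | Signal: Absorbance at 630 nm | Incubation: 45 min enzyme reaction at room temperature | Measure: % inhibition of SCP-1 phosphate liberation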
CSN inh: inhibitors of CSN-mediated cullin deneddylation, primary screen, biochemical, fluorescence polarization, uHTS. COP9 signalosome complex subunit 5 (Homo sapiens), Q92905. Purified CSN, SCF-Nedd8-OG deneddylation. inhibition, % at 12.5 µM. 360,000 compounds, 0.38% hits;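 active = pattern-corrected inhibition above about 35%, with an unprinted fluorescence ratio check between 0.5 and 1.5, limit read from the data, passing the limit was not always enough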;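 also: 0% = enzyme with substrate and 100% = substrate without enzyme; some results filed as inactive read as strong as hits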
Target sequence (Q92905 whole entry, looked up, one chain of several): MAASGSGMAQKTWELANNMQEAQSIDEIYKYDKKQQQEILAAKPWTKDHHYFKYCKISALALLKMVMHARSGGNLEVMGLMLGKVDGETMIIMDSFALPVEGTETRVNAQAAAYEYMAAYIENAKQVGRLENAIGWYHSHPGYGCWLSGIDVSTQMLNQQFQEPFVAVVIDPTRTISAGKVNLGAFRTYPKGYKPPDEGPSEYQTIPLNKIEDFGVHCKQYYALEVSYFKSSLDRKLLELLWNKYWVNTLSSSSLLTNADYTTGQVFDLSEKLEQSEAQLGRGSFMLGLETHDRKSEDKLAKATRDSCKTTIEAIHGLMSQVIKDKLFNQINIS
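Test system: Human Csn5 produced in HEK293T cells | Compound: 12.5 µM single point | Times: 90 min, room temperature | Signal: Fluorescence polarization readout | Read-out basis: % inhibition of substrate cleavage by Csn5 | Controls: no-enzyme wells high, enzyme-with-substrate wells low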
* = called active by the depositor; i = inactive; . = not tested or not shown.

SMILES	DNMT1 inh	Neddyl block	SUMO1-SIM PPI	LMPTP block	Rin1 Abl inh	NadD block	STEP block	Rpn11 inh	Scp1 inh	CSN inh
C=CCNC(=O)COC(=O)c1ccc(Cl)c(S(=O)(=O)N(Cc2ccccc2)c2ccccc2)c1	-8	i	2	4.6	-2	5	0	i	-12	-3
COC(=O)c1ccc(NC(=O)Nc2ccc([N+](=O)[O-])cc2)cc1	1	i	0	85*	-4	-6	24	i	8	1
O=C(CN1CCN(C(=O)c2c(F)cccc2F)CC1)Nc1ccccc1C(F)(F)F	-1	i	1	-0.8	0	-6	-3	i	-4	1
O=C(O)CCCc1c(-[n+]2ccccc2)[nH]c2ccccc12	-5	i	-4	-1.3	0	-7	0	i	-8	2
O=C(CSc1nncs1)NC(=O)NCc1ccccc1	0	i	-3	-1.2	-4	-9	-1	i	-8	0
CCC1CCCCN1Cc1ccc(OC)c(OC)c1 (centres undefined)	6	i	-4	-1.2	0	9	3	i	-2	1
CCOc1ccc(S(=O)(=O)NCCC(=O)NCc2ccncc2)cc1	0	i	5	-0.4	3	1	3	i	4	-4
COc1cc2c(cc1OC)CN(C(=O)CSc1nnc(C)s1)CC2	-7	i	-3	-0.5	-2	-6	4	i	0	0
CCN1CCN(C(c2cccc(OC)c2OC)c2nnnn2Cc2ccco2)CC1 (centres undefined)	1	i	-1	-1.5	1	-5	-2	i	-10	-1
COc1ccc(OCC(NS(=O)(=O)c2ccc(-n3cnnn3)cc2)C(C)C)cc1 (centres undefined)	0	i	6	-1.4	3	-8	-3	i	-7	0
Cn1cnnc1Sc1ccc(C(=O)NCCC23CC4CC(CC(C4)C2)C3)cc1[N+](=O)[O-]	-4	i	-20	1.1	-3	17	1	i	10	-1
CC1(C)Cc2ccccc2C2CC(O)C(=O)N21 (centres undefined)	-3	i	-2	0.3	1	-2	1	i	-4	1
CCN(C(=O)CSc1ccc2ccccc2n1)C1CCS(=O)(=O)C1 (centres undefined)	0	i	4	-0.5	-4	-1	-1	i	0	-5
CCOc1ccc(Nc2ccc3nonc3c2[N+](=O)[O-])cc1	4	i	-51	1.5	-1	-6	1	i	-3	-5
Cc1cc(=O)[nH]c(SCC(=O)Nc2ccnc3ccccc23)n1	-7	i	6	4.3	1	-8	-4	i	-11	3

Sorted by the number under SUMO1-SIM PPI (smallest number first): 3 from the list above
SMILES	DNMT1 inh	Neddyl block	SUMO1-SIM PPI	LMPTP block	Rin1 Abl inh	NadD block	Rpn11 inh	Scp1 inh	CSN inh
O=C(O)CCCc1c(-[n+]2ccccc2)[nH]c2ccccc12	-5	i	-4	-1.3	0	-7	i	-8	2
COC(=O)c1ccc(NC(=O)Nc2ccc([N+](=O)[O-])cc2)cc1	1	i	0	85*	-4	-6	i	8	1
Cc1cc(=O)[nH]c(SCC(=O)Nc2ccnc3ccccc23)n1	-7	i	6	4.3	1	-8	i	-11	3

Next section
SMILES	DNMT1 inh	Neddyl block	SUMO1-SIM PPI	LMPTP block	Rin1 Abl inh	NadD block	STEP block	Rpn11 inh	Scp1 inh	CSN inh
Cc1ccc(NC(=O)C2CC(=O)N(Cc3ccccc3)C2)cc1S(=O)(=O)N1CCCCCC1 (centres undefined)	-11	i	3	1.2	2	-7	0	i	-5	-12
Cn1c2ccccc2c(=O)c2c(O)cccc21	18	i	-11	1.8	-1	-6	2	i	-2	0
CN1CC(=O)N(CC(=O)Nc2cc(Cl)cc(Cl)c2)C1=O	4	i	0	-1.4	3	3	-2	i	9	10
Cc1ccc(S(=O)(=O)NCC(NCc2ccc(F)cc2)c2ccccc2)cc1 (centres undefined)	-4	i	1	-0.4	0	-6	0	i	-2	2
COc1ccc(OCCCC(=O)ON=C(N)c2ccccc2C)cc1	0	i	4	0.7	3	-5	6	i	-10	1
CCCCN(C)c1c(C)nc2ccc(C(=O)NCc3ccc4c(c3)OCO4)cn12	1	i	0	1.8	-1	1	1	i	.	2
COc1ccc2c(c1OC)CCC2=O	1	.	-3	-1.3	0	-2	2	i	-5	1
COCCNC(=O)CCc1c(C)nc2c(c(C)nn2-c2ccc(C)c(C)c2)c1C	0	.	6	1.2	1	-8	0	i	-10	8
CCN1CCC(NC(=O)Nc2cccc(C(F)(F)F)c2)CC1	-1	i	4	-1.1	5	-4	-2	i	-7	-2
CCCn1c(N)c(C(=O)CSc2nc(C)cs2)c(=O)[nH]c1=O	2	i	4	-2.0	-1	-2	-2	i	1	-1
CC1=C/C(=N\N=C2\NC(=O)C(CC(=O)Nc3ccccc3)S2)CC(C)(C)C1 (centres undefined)	1	i	-3	0.4	1	0	-2	i	-1	-1
C=CCn1c(SCn2nnc3ccccc3c2=O)nnc1-c1ccc(F)cc1	5	i	-6	0.4	0	1	2	i	1	-1
Cc1cc(N2C(=O)C(O)=C(C(=O)c3ccco3)C2c2cccc(Oc3ccccc3)c2)no1 (centres undefined)	1	i	-15	12	1	16	3	i	-11	4
CCc1ccccc1NC(=O)Nc1ccc(F)cc1F	0	i	-3	-0.5	0	-3	-1	i	-4	-4
Cc1ccc(NC(=O)Cn2cc([N+](=O)[O-])nc2C)cc1C	-1	i	-5	-0.8	2	4	-2	i	-8	-2
CCC(c1nnnn1C(C)(C)CC)N(CCCO)Cc1cc2cccc(C)c2[nH]c1=O (centres undefined)	1	i	-1	-1.1	-3	0	1	i	-3	-2
O=C(CCCn1nnnc1CN1CCOCC1)N1CCC(c2ccc(F)cc2)C1 (centres undefined)	1	i	0	-0.4	-1	2	-1	i	-7	0
OCC1(Cc2ccccc2)CCCN(Cc2ccc(-c3ccco3)cc2)C1 (centres undefined)	-17	i	-1	2.0	0	6	2	i	-2	14
OCCN1CCN(CC(O)COc2ccc(Cl)cc2)CC1 (centres undefined)	1	i	0	-1.9	3	-3	-3	i	3	8
COc1cnn(-c2ccccc2)c(=O)c1N(C)C	-1	i	-3	-0.3	4	2	-1	i	1	-6
NC(=O)c1ccc(N2CCN(S(=O)(=O)c3cccs3)CC2)c([N+](=O)[O-])c1	5	i	-35	-0.6	-4	-7	0	i	-6	-3
O=C(CCc1ccccc1)NCCCN1CCOCC1	4	i	-1	-1.0	2	-1	-6	i	-1	0
COc1ccc(Cn2c(C)nc([N+](=O)[O-])c2SCC(=O)O)cc1[N+](=O)[O-]	0	i	-12	2.2	3	0	-1	i	5	-10
COc1ccc(NC(=S)NNC(=O)c2cccnc2)cc1OC	-1	i	3	-1.1	-3	2	-3	i	-9	-12
NS(=O)(=O)c1ccc(CNC(=O)c2ccc(Cl)cc2[N+](=O)[O-])cc1	-2	i	-23	-1.5	-1	7	0	i	1	-5
COc1ccccc1C(=O)Nn1c(C)nc2ccccc2c1=O	2	i	5	-1.8	0	-1	0	i	-9	2
Cc1cc(C(=O)COC(=O)c2ccc(O)cc2)c(C)n1Cc1ccco1	-10	i	3	0.2	2	-1	-1	i	-10	5
Cc1c(Cl)c([N+](=O)[O-])nn1CC(=O)NCCCN1CCOCC1	-1	i	-11	-0.8	1	-5	0	i	-2	-4
Cc1nc(-c2ccc(F)cc2)c(CC(=O)N2CCN(S(=O)(=O)c3cccc(F)c3)CC2)s1	-4	i	-3	0.7	0	0	0	i	-1	0
c1ccc(C2CN3CCSC3=N2)cc1 (centres undefined)	4	i	-1	-1.4	-1	2	-1	i	-9	3

Part of the list above in order of molecular weight, largest number first.
SMILES	DNMT1 inh	Neddyl block	SUMO1-SIM PPI	LMPTP block	Rin1 Abl inh	NadD block	STEP block	Rpn11 inh	Scp1 inh	CSN inh
O=C(CCCn1nnnc1CN1CCOCC1)N1CCC(c2ccc(F)cc2)C1 (centres undefined)	1	i	0	-0.4	-1	2	-1	i	-7	0
NC(=O)c1ccc(N2CCN(S(=O)(=O)c3cccs3)CC2)c([N+](=O)[O-])c1	5	i	-35	-0.6	-4	-7	0	i	-6	-3
COc1ccc(NC(=S)NNC(=O)c2cccnc2)cc1OC	-1	i	3	-1.1	-3	2	-3	i	-9	-12

(cont.)
SMILES	DNMT1 inh	Neddyl block	SUMO1-SIM PPI	LMPTP block	Rin1 Abl inh	NadD block	STEP block	Rpn11 inh	Scp1 inh	CSN inh
O=c1[nH][nH]cc1C=Nc1ccccc1O	-1	i	-10	0.1	2	0	-2	i	-11	-2
COc1c(F)c(F)c(C(=O)O)c(Nc2ccccc2)c1F	1	i	-2	-1.6	-3	-3	12	i	-11	0
O=C(CS(=O)(=O)Cc1ccccc1)Nc1cccnc1	-3	i	0	-1.9	0	3	-1	i	-2	-2
COc1ccc(NC(=O)Nc2nnc(-c3ccccc3F)s2)cc1	46	i	2	20	0	9	-6	i	-5	8
CC(C)(C)C(=O)OC/C(N)=N/OC(=O)c1ccc(Cl)c(Cl)c1	-2	i	-1	0.1	-1	-1	-1	i	-8	3
CCC1Cc2[nH]c(=S)[nH]c(=O)c2C(c2ccc(Cl)cc2)O1 (centres undefined)	-2	i	1	-1.3	1	0	-1	i	.	5
CCOc1ccccc1Nc1ncnc2ccccc12	-1	i	-4	0.9	-1	5	-7	i	9	-3
N#Cc1ccc(OCC(=O)Nc2ccc3[nH]c(=O)[nH]c3c2)cc1	2	i	-10	-0.5	4	0	0	i	-3	1
COc1ccc(NC(C)=O)cc1S(=O)(=O)Nc1ccc2c(c1)OCCO2	2	i	4	0.4	0	-1	-3	i	-8	-5
Cc1csc(NC(=O)c2cccn2C)n1	3	i	-1	-0.7	2	-2	1	i	-5	-2
O=C(COC(=O)C1COc2ccccc2O1)NC1CCS(=O)(=O)C1 (centres undefined)	0	i	1	-1.5	-1	0	1	i	1	2
CCOc1ccc(NC(=O)C/C(C)=N/NC(=O)Cc2ccc(Cl)cc2)cc1	1	i	13	3.1	-2	-4	2	i	-4	-1
O=C(NCc1ccc(F)cc1)c1cc(C2CCCCN2S(=O)(=O)c2cccs2)on1 (centres undefined)	3	i	3	0.2	-2	-5	1	i	.	4
O=C(O)c1ccccc1C(=O)NCc1cccnc1	-3	i	2	-3.2	0	2	2	i	-4	-5
Cc1nn(Cc2ccc(C(=O)NN)cc2)c(C)c1Cl	0	i	-4	-1.0	-2	7	1	i	-6	-4
CCNc1nc(NCC)nc(OCCOC(=O)Nc2ccccc2)n1	3	i	2	-1.9	1	-9	0	i	-5	-5

High-throughput results deposited in PubChem by several laboratories.
